# Bioassay records (PubChem)
# NTR1 agonist – agonists of NTR1, primary screen, imaging, U2OS cells, beta-arrestin-GFP, high content (AID 493036); P30989; NTR1-U2OS beta-arrestin-GFP spot imaging, agonist mode; activation, % at 20 µM; hit rate 0.17% among 330,000;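 active = activation at or above 40% of the spot to cytoplasm intensity ratio, with at least 20 cells analyzed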;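 note: 0% = DMSO without peptide and 100% = 100 nM NTR1 peptide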
# Target sequence (P30989 whole entry, looked up): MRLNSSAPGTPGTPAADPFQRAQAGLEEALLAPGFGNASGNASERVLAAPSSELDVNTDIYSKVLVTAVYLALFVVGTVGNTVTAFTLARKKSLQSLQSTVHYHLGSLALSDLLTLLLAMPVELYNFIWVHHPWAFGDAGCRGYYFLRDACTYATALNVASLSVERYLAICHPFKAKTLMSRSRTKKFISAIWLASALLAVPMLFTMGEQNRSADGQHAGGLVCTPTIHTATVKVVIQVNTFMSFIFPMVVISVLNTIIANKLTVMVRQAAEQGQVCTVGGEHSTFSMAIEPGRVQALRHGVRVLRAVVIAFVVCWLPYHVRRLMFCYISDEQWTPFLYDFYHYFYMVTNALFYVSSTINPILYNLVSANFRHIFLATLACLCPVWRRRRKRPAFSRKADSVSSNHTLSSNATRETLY
# HEK293 NOD2/NF-kB – inhibition of NOD2-driven NF-kB reporter – cell-based, luminescence, uHTS, HEK293 (AID 1566); HEK293 NOD2/NF-kB luciferase reporter, luminescence; higher % means a stronger effect; one-dose inhibition, % at 4 µM; EC50 in µM for titrated hits; hit rate 0.63% among 290,000; note: many of its hits are not listed in these tables
# CSM14.1 death rescue – rescue of cells from ER stress-induced death, primary screen, 384-well, CSM14.1, thapsigargin, ATP luminescence (AID 1222). cellular ATP content (survival), % at 20 µM; hits with a dose series show EC50 in µM. 190,000 tested, under 10 active. CSM14.1 thapsigargin-induced death rescue, ATP luminescence; higher % means a stronger effect;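 active = EC50 below 50 µM in the dose-response confirmation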;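 note: death triggered by thapsigargin at about 15 µM added after 2 h compound pretreatment; cell ATP read after overnight thapsigargin exposure of roughly 18 to 22 hours; normalized against plate controls of thapsigargin alone and 5% DMSO vehicle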
# KOR beta-arrestin-1 – kappa opioid receptor activators – cell-based, luminescence, uHTS, primary screen (AID 1777) | activation, % at 10 µM; hits with a dose series show EC50 in µM | KOR beta-arrestin recruitment, luminescence; higher % means a stronger effect | hit rate 0.02% among 280,000; in the data active = activation above about 50%, passing the limit was not always enough; note: a part of the inactive calls stands beside numbers as strong as those of hits
# Yfh1-off respiration – enhancers of respiration in Yfh1-depleted yeast, dose response, Friedreich's ataxia, plus single-dose screen (AID 1465); S. cerevisiae Yfh1-off respiration, WST-1 reduction, 72 h; higher fold induction means a stronger effect; one-dose fold induction at 50 µM; EC50 in µM for titrated hits; hit rate 0.074% among 220,000;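 active = fold induction of absorbance versus untreated yeast above a set limit, then at least 30% activation at any dose in follow-up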;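 note: activators that raise dye reduction in frataxin-depleted yeast; strong numbers were not always called active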
# KOR beta-arrestin-2 – KOR antagonists, beta-arrestin recruitment, cell-based, luminescence, uHTS (AID 1778); hit rate 0.091% among 290,000; inhibition, % at 10 µM, or IC50 in µM where a hit was titrated; KOR beta-arrestin recruitment, luminescence, antagonist mode; higher % means a stronger effect; note: strong numbers were not always called active
# TNAP activation fold – human TNAP enzyme activators, primary screen, biochemical, luminescent, no phosphate acceptor, uHTS (AID 1001). hit rate 0.03% among 200,000. purified TNAP, luminescent activation assay, no phosphate acceptor; higher activation fold means a stronger effect. one-dose activation fold at 20 µM; EC50 in µM for titrated hits; in the data active = activation fold from about 3, or a potency from the dose series; inactive = the rest, 99 in 100 with activation fold below about 1.6; note: many of its hits are not listed in these tables
# GPR55 activation – selective activators of receptor GPR55 – imaging, U2OS cells, beta-arrestin-GFP redistribution, primary screen (AID 1961) | U2OS GPR55 beta-arrestin-GFP redistribution imaging; higher % means a stronger effect | one-dose activation, % at 10 µM; EC50 in µM for titrated hits | hit rate 0.048% among 290,000;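 active = activation above 40% with more than 50 cells counted in the well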;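 note: U2OS osteosarcoma cells stably expressing GPR55 and beta-arrestin-GFP; plate controls were DMSO negative control for no effect and LPI positive control for full effect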
# NOD1 inhibition – inhibition of NOD1-driven NF-kB reporter – cell-based, luminescence, uHTS, primary screen (AID 1578); hit rate 1% among 290,000; NOD1-driven NF-kB luciferase reporter cells, luminescence; higher % means a stronger effect; one-dose inhibition, % at 4 µM; EC50 in µM for titrated hits; in the data active = inhibition mostly above about 36%, no sharp cut-off; inactive = mostly below about 34%;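 note: HEK-293T reporter cells stimulated with the NOD1 agonist gamma-tri-DAP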
# NTR1 agonist cell count 20 µM – also measured in NTR1 agonist; calls as there; cell count; measured here: cell count, cytotoxicity flag
# * marks the source's active call; other numbers are inactive results; i = inactive; . = no result given; [ ] = dose if it differs, or a comment. Cut-off read from the data, not from the text of the source, unless noted: active = inhibition above about 50%; inactive = the rest. Some of the compounds tested (hit frequency here may not be typical).
SMILES,NTR1 agonist,NTR1 agonist cell count 20 µM,HEK293 NOD2/NF-kB,CSM14.1 death rescue,KOR beta-arrestin-1,Yfh1-off respiration,KOR beta-arrestin-2,TNAP activation fold,GPR55 activation,NOD1 inhibition
COc1ccccc1NC(=O)c1ccc(NC(=O)CN2C(=O)CN(C)C2=O)cc1,-0.5,71,1%,-0.1%,0.3%,i,3%,1,1.2%,-12%
O=C(CCCN1C(=O)c2cccnc2C1=O)Nc1ccc(Br)cc1,-0.8,64,18%,-0.9%,1.7%,i,-13%,1.1,-0.4%,-32%
COc1ccc(Br)c(C(=O)N2CCN(S(=O)(=O)/C=C/c3ccccc3)CC2)c1,-0.3,50,15%,-0.5%,1.5%,i,-22%,1,0.9%,-21%
CCC1=C2CC[C@H]3C(=O)N(CC)C(=O)[C@H]3[C@H]2[C@@]2(Cc3ccccc3)C(=NCc3ccccc3)OC(=O)N2C1=O,-3.9,99,15%,.,3.3%,i,-11%,.,0.3%,-5%
CCC/C=N/Nc1nnc(Cc2ccc(OC)c(OC)c2)c(=O)[nH]1,-1.2,84,28%,.,-6.9%,.,-4%,.,0.0%,-4%
COc1ccc(CN(C)C(=O)C23CC4CC(CC(C4)C2)C3)c(OC)c1,1.1,38,27%,.,-4.9%,.,7%,.,0.4%,9%
O=C(CN1C(=O)NC2(CCCC2)C1=O)Nc1ccc(Cl)cc1C(F)(F)F,0.6,62,-24%,.,2.7%,.,-6%,.,-0.1%,-12%
CCN1CCN(Cc2c(C)[nH]c3ccc(OC)cc3c2=O)CC1,0.0,46,-7%,4.7%,0.5%,.,10%,1,-0.1%,-16%
CC(=O)Nc1ccc(S(=O)(=O)NNc2cccc(C)c2)cc1,0.0,47,-34%,.,-1.1%,.,30%,.,-0.1%,25%
CCc1cccc(CC)c1NC(=O)C(CC)Sc1nc2ccncc2[nH]1 (stereo not drawn),-1.3,76,4%,.,-4.2%,.,-21%[20 µM],.,-0.1%,7%
CC(=O)NC1(c2ccccc2)CCN(Cc2nnnn2C(C)(C)C)CC1,-1.9,48,6%,-0.2%,-2.4%,i,17%,1,-0.1%,0%
COC(OC)c1ccnc(-c2ccc(OC(C)=O)cc2)n1,-0.3,44,3%,.,0.6%,i,-23%,1.1,-0.2%,-34%
CCOC(=O)c1sc(NC(C)=O)c(C(=O)OCC)c1C,-0.5,48,17%,1.4%,-5.0%,i,31%,1,-0.1%,4%
Fc1ccc(Nc2ccc3ccccc3n2)c(F)c1,3.2,33,-138%,-1.3%,-4.2%,i,14%,1,0.1%,-31%
Cn1c(C(=O)NCCCN2CCOCC2)cc2c(=O)n(C)c3ccccc3c21,-1.3,50,-12%,0.2%,-9.1%,i,-11%,1.2,-0.2%,-30%
CC1CCCN(C(=O)CSc2nnc(-c3ccc(O)cc3)o2)C1 (stereo not drawn),1.4,50,19%,.,1.8%,.,-31%,.,0.0%,14%
O=C(O)c1cccc(Cn2c(Cl)c(/C=N/Nc3ccccc3)sc2=O)c1,1.5,71,14%,0.2%,2.6%,i,-6%,1.1,0.1%,18%
CCn1c(Cc2cccs2)nnc1SCC(=O)NC1CC1,-0.1,62,10%,.,-3.1%,.,13%,.,0.0%,-11%
COc1ccc(N(CC(=O)NCc2ccccc2)S(=O)(=O)c2c(C)nn(C)c2C)cc1,1.7,73,15%,-2.6%,0.1%,i,-39%,1.1,1.1%,-16%
CCn1cc(C(=O)OCC(=O)c2cc(C)n(-c3ccccc3)c2C)c(=O)c2ccc(C)nc21,0.6,40,12%,-2.7%,3.9%,i,-54%,1.1,0.2%,6%
Cc1cc(C)nc(Nc2ncc(O)n2-c2ccc(C)c(Cl)c2)n1,1.6,62,1%,-1.5%,0.5%,i,29%,1.2,0.7%,-28%
Cc1cc(NCCCN(C)C)n2nc(-c3cccs3)cc2n1,-0.9,55,-13%,0.4%,-2.6%,i,10%,1.1,0.1%,-29%
CC(C)NC(=O)/C(=N\O)c1ccccc1,-2.3,91,13%,-0.9%,1.4%,i,10%,1.1,-0.1%,-20%
Nc1nonc1NC(=O)CSc1nc2ccccc2s1,-0.1,62,-2%,5.2%,6.5%,i,19%,1,-0.2%,-26%
N=C1SCC(=O)N1/N=C/c1ccccc1,1.9,50,-1%,-0.1%,-1.2%,i,6%,1.1,-0.3%,-6%
Cc1ccc(CCNC(=O)c2ccc(CS(=O)(=O)c3ccccc3C)o2)cc1,1.8,48,15%,.,4.3%,.,-2%,.,-0.1%,5%
COc1ccc(-c2csc(Nc3ccc(S(=O)(=O)Nc4cc(C)on4)cc3)n2)cc1,0.4,54,-15%,-0.6%,-4.1%,i,-64%,1.1,0.5%,4%
CC1(C)OCC(COC(=O)Nc2cccnc2)([N+](=O)[O-])CO1,-1.0,53,4%,0.4%,-1.8%,i,26%,1.1,0.1%,-15%
CC(C)c1ccc(NC(=O)Cc2c(C(=O)O)n(C)c3ccccc23)cc1,-1.7,34,0%,.,-1.1%,.,-32%,.,-0.1%,3%
O=C(C1CC(=O)N(c2ccc(F)cc2)C1)N1CCN(c2ccc(F)cc2)CC1 (stereo not drawn),-0.1,47,-5%,.,3.2%,.,-17%,.,0.3%,-27%
Cn1c(=O)n(C)c2cc3[nH]cnc3cc21,0.1,90,-20%,.,0.8%,.,38%,.,-0.2%,-12%
COC(=O)c1ccc(/C=N/OCC(=O)Nc2cc(F)ccc2F)cc1,0.2,63,2%,-2.2%,1.5%,i,-27%,1,0.1%,-29%
COc1ccc(OCCC(=O)Nc2ccc(S(N)(=O)=O)cc2)cc1,1.9,35,6%,.,-3.4%,.,-39%,.,0.1%,-38%
Cc1ccc(CNC(=O)C2CCC(=O)N(CCc3ccc(Cl)cc3)C2)cc1 (stereo not drawn),-0.7,44,-36%,.,1.1%,.,-12%,.,-0.1%,-30%
O=C(CSc1nnc(-c2ccccc2Br)o1)N1CCc2ccccc2C1,1.3,41,13%,5.5%,5.2%,i,30%,1.1,-0.3%,12%
COc1ccc(C2=CC(c3cccc(OC)c3)n3nnnc3N2)cc1 (stereo not drawn),2.0,68,-1%,-2.9%,-1.7%,i,5%,1.1,-0.5%,-10%
O=C(NCc1ccc(F)cc1)C(=O)NCC1OCCN1C(=O)c1ccc(Cl)cc1 (stereo not drawn),-0.1,61,18%,-2.4%,-0.7%,i,9%,1.1,0.8%,4%
CCC(=O)c1ccc(OCc2ccc(C(=O)OC)cc2)c(OC)c1,0.8,83,-47%,2.0%,6.2%,i,-37%,1.1,0.0%,2%
Cc1ccc(C(=O)Nc2ccc(S(=O)(=O)N3CCCC3)cc2)cc1,0.0,58,-14%,.,-3.5%,.,5%,.,-0.2%,29%
CCn1c(SCC(=O)c2cc(C)n(C)c2C)nnc1-c1ccccc1,-0.1,63,19%,-0.9%,-4.3%,i,10%,1.3,-0.1%,16%
CC(NC(=O)[C@H](C)NC(=O)N1CCn2c1nc1ccccc12)c1ccccc1 (stereo partly drawn),-0.4,51,11%,.,.,.,.,.,-0.2%,-15%
COc1ccc(OCC(=O)Nc2ccc(S(=O)(=O)N3CCCCCC3)cc2)cc1,1.4,43,7%,0.9%,3.2%,i,6%,1,-0.1%,-8%
COc1cccc(/C=N/NC(N)=S)c1OCc1ccccc1Cl,2.7,73,5%,-1.5%,-0.3%,i,-25%,1,-0.2%,-38%
CC(=O)Nc1ccc(NC(=O)CN(C)S(=O)(=O)c2ccc3ccccc3c2)cc1,0.1,46,-3%,.,5.0%,.,-2%,.,0.0%,-16%
Cc1cccc(NC(=O)CCN2C(=O)C3C4C=CC(C4)C3C2=O)c1 (stereo not drawn),2.0,51,7%,1.0%,-4.2%,i,-9%,1.1,-0.2%,3%
COc1ccccc1-c1cnn2c(NC3CCCC3)cc(C)nc12,11,88,-25%,.,-3.0%,.,-6%,.,-0.1%,0%
Cc1ccccc1C(=O)Nc1ccc(C(=O)O)cc1NC(=O)c1ccccc1C,2.5,42,26%,.,-14%,.,-1%,.,0.3%,-9%
CN(C)/N=C/c1cc([N+](=O)[O-])ccc1O,1.4,62,2%,-0.9%,-6.0%,i,8%,0.9,0.8%,-33%
COc1ccc(CCNC(=S)NC(=O)c2cccc([N+](=O)[O-])c2)cc1OC,0.2,67,16%,.,-1.6%,.,24%,.,-0.1%,-8%
O=C(COC(=O)c1cccnc1Cl)NCc1cccs1,1.1,41,7%,.,-1.7%,i,14%,1,0.8%,-22%

# (list continues)
SMILES,NTR1 agonist,NTR1 agonist cell count 20 µM,HEK293 NOD2/NF-kB,CSM14.1 death rescue,KOR beta-arrestin-1,Yfh1-off respiration,KOR beta-arrestin-2,TNAP activation fold,GPR55 activation,NOD1 inhibition
O=C(CCCN1C(=O)/C(=C/c2cccc(Br)c2)SC1=S)Nc1ccccn1,0.5,76,5%,0.0%,-0.7%,i,-26%,1,-0.2%,8%
CC(NC(=O)c1ccc(N(C)C)cc1)C1CC2CCC1C2 (stereo not drawn),.,.,-19%,-2.3%,-2.5%,.,-1%,1.1,0.0%,14%
O=C(Nc1ccccc1)N(CCN1CCOCC1)Cc1cccc(Cl)c1,-0.5,49,-10%,1.1%,-0.4%,i,10%,0.9,-0.2%,-21%
COCCNC(=S)N(C)C1(c2ccccc2Cl)CCCCC1=O (stereo not drawn),-0.9,52,11%,0.3%,-3.1%,i,12%,1,1.0%,-22%
COCC(=O)OCc1cc2cccc(C)c2[nH]c1=O,0.4,61,26%,.,0.5%,i,0%,.,0.8%,-3%

# 8 structures out of the list, arranged by length of the SMILES, lowest first.
SMILES,NTR1 agonist,NTR1 agonist cell count 20 µM,HEK293 NOD2/NF-kB,CSM14.1 death rescue,KOR beta-arrestin-1,Yfh1-off respiration,KOR beta-arrestin-2,TNAP activation fold,GPR55 activation,NOD1 inhibition
COCCNC(=S)N(C)C1(c2ccccc2Cl)CCCCC1=O (stereo not drawn),-0.9,52,11%,0.3%,-3.1%,i,12%,1,1.0%,-22%
O=C(Nc1ccccc1)N(CCN1CCOCC1)Cc1cccc(Cl)c1,-0.5,49,-10%,1.1%,-0.4%,i,10%,0.9,-0.2%,-21%
CCc1cccc(CC)c1NC(=O)C(CC)Sc1nc2ccncc2[nH]1 (stereo not drawn),-1.3,76,4%,.,-4.2%,.,-21%[20 µM],.,-0.1%,7%
Cc1ccc(C(=O)Nc2ccc(S(=O)(=O)N3CCCC3)cc2)cc1,0.0,58,-14%,.,-3.5%,.,5%,.,-0.2%,29%
Cc1cccc(NC(=O)CCN2C(=O)C3C4C=CC(C4)C3C2=O)c1 (stereo not drawn),2.0,51,7%,1.0%,-4.2%,i,-9%,1.1,-0.2%,3%
O=C(CCCN1C(=O)/C(=C/c2cccc(Br)c2)SC1=S)Nc1ccccn1,0.5,76,5%,0.0%,-0.7%,i,-26%,1,-0.2%,8%
CC(NC(=O)[C@H](C)NC(=O)N1CCn2c1nc1ccccc12)c1ccccc1 (stereo partly drawn),-0.4,51,11%,.,.,.,.,.,-0.2%,-15%
CCC1=C2CC[C@H]3C(=O)N(CC)C(=O)[C@H]3[C@H]2[C@@]2(Cc3ccccc3)C(=NCc3ccccc3)OC(=O)N2C1=O,-3.9,99,15%,.,3.3%,i,-11%,.,0.3%,-5%
